LMPTP block – LMPTP (human) inhibition; P24666; recombinant LMPTP-A, OMFP fluorogenic substrate, fluorescence intensity; inhibition, % at 20 µM; 360,000 tested, 0.22% active;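 active = compounds that cut the enzyme signal by at least half of the control window in the single-dose screen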;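 also: plate controls were DMSO wells with enzyme plus substrate for no effect and substrate without enzyme for full effect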
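Assay system: LMPTP-A enzyme. Input: 0.625 nM LMPTP-A final. Probe or stimulus: 400 µM OMFP. Compound dosing: single 20 µM dose. Schedule: 50 min dark incubation at room temperature. Detection: fluorescence intensity of OMFP turnover product. Read-out: percent inhibition versus substrate-only and uninhibited controls. Benchmarks: no-enzyme low control, uninhibited high control.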
NRP1-CendR mod – alters CendR peptide binding to human NRP-1; FAM-RPARPAR peptide binding to NRP-1, fluorescence polarization; inhibition, % at 25 µM; 360,000 tested, 0.85% active; AID 602438;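 active = inhibition or corrected inhibition above about 18%, plus a signal ratio from 0.5 to 1.5, limit read from the data, passing the limit was not always enough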; also: strong numbers were not always called active
eLon inh – E. coli protease La inhibition. purified E. coli Lon protease, fluorescence polarization. AID 602123. inhibition, % at 7.94 µM. 360,000 tested, 0.42% active. P0A9M0; in the data active = inhibition above about 13%, passing the limit was not always enough;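 also: 0% = enzyme with probe and DMSO and 100% = no enzyme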
Target sequence (P0A9M0 whole entry, looked up): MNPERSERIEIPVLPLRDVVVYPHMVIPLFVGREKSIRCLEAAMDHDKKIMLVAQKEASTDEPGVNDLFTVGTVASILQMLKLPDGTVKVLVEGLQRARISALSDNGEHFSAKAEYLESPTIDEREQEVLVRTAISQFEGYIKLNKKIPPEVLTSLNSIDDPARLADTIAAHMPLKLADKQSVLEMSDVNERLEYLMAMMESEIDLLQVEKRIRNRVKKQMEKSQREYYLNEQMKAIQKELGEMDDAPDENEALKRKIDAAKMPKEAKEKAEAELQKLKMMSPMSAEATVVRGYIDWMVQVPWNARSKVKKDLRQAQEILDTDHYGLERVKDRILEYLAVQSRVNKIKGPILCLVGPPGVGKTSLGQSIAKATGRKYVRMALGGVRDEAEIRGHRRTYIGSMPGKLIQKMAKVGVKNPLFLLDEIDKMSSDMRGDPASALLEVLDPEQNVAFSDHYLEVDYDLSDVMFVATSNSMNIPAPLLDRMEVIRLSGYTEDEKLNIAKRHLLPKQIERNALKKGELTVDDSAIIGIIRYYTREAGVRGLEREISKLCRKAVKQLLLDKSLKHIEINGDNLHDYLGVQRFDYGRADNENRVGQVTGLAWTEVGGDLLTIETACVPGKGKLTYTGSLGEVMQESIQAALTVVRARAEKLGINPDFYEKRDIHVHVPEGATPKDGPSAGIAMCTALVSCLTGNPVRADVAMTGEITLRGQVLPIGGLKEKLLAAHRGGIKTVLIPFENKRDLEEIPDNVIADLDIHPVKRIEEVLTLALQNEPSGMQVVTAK
DNMT1 block – DNMT1 (human) enzyme inhibition | P26358 | DNMT1 molecular beacon, Hinp1I cleavage, fluorescence | inhibition (reported as % activation of signal), % at 10 µM | 360,000 tested, 0.83% active; in the data active = inhibition above about 50%
MsrA inh – inhibits bovine methionine sulfoxide reductase A. inhibition, % at 15.5 µM. 360,000 tested, 0.75% active. purified bovine MsrA, absorbance read-out. AID 651718; in the data active = inhibition above about 4.5%;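 also: 0% = vehicle wells with enzyme and 100% = reference inhibitor wells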
MsrA act – bovine methionine sulfoxide reductase A activation; purified bovine MsrA, absorbance read-out; activation, % at 10.6 µM; 360,000 tested, 0.3% active; AID 602163; in the data active = activation above about 7.5%;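 also: 0% = vehicle and 100% = reference activator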
Scp-1 inhibitor – inhibitors of human Scp-1 phosphatase | inhibition, % at 20 µM | Recombinant Scp1, phosphopeptide, malachite green phosphate absorbance | AID 493091 | 340,000 tested, 0.88% active | Q9GZU7;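 active = inhibition above about 50% at 20 µM, limit read from the data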;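 also: plate controls were DMSO wells with enzyme for no effect and wells lacking enzyme for full effect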
Target sequence (Q9GZU7 76-261 limits assumed): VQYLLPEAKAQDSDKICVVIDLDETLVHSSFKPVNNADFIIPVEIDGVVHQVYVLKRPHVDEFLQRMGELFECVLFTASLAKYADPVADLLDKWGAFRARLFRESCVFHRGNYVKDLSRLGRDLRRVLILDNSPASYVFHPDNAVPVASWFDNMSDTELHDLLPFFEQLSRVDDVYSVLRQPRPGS
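Assay system: SCP-1 catalytic fragment, aa 76-261 | Buffer or medium: Tris acetate buffer pH 5.5 with MgCl2 and Tween-20 | Compound: One concentration, 20 µM, with 1.0% DMSO | Also added: Phospho 17-mer peptide substrate | Signal: Absorbance at 630 nm | Incubation: 45 min enzyme reaction at room temperature | Measure: % inhibition of SCP-1 phosphate liberation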
STEP block – STEP (human) phosphatase inhibition; P54829; recombinant STEP, OMFP fluorogenic substrate, fluorescence; inhibition, % at 20 µM; 360,000 tested, 0.25% active; AID 588621;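 active = inhibition at 20 µM, scaled per plate between control wells, above about 37%, limit read from the data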;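 also: 0% = DMSO with enzyme and substrate and 100% = substrate only without enzyme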
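material = STEP tyrosine phosphatase | reagent = fluorogenic phosphatase substrate OMFP at 25 µM final | doses = single compound dose of 20 µM, 1% DMSO final | schedule = 20 min reaction, room temperature, in the dark | measured by = fluorescence, 480/540 nm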
TbMetRS inhib – Trypanosoma brucei MetRS inhibition; purified T. brucei MetRS, ATP depletion, Kinase-Glo luminescence; inhibition, % at 11.9 µM; 360,000 tested, 0.4% active; AID 624268;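 active = inhibition above a per-plate cutoff of the control wells' mean inhibition plus 3 SD, cut at about 5.5% in these data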;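 also: 0% = DMSO wells median and 100% = median of wells with control inhibitor compound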
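Assay system: T. brucei methionyl-tRNA synthetase, purified | Medium: HEPES buffer with MgCl2, KCl, DTT, spermine, BSA, pyrophosphatase | Compound: 11.9 µM single point | Incubation: 15 min enzyme-compound preincubation, 2 h reaction, 10 min detection, 25 °C | Measured by: Kinase-Glo luciferase luminescence reporting remaining unconsumed ATP | Measure: % inhibition normalized to control-well medians | Replication: Singlicate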
SUMO1-SIM PPI – modulators of human SUMO1-mediated protein-protein interactions | inhibition, % at 20 µM | P63165 | 360,000 tested, 0.33% active | SUMO1 binding to a labelled peptide, TR-FRET, 1 h; in the data active = inhibition above about 37%
Target sequence (P63165 whole entry, looked up): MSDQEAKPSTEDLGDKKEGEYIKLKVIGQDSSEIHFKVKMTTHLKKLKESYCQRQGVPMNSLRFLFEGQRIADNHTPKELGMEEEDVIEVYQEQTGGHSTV
An asterisk follows results filed as active; . = no result given.

SMILES	LMPTP block	NRP1-CendR mod	eLon inh	DNMT1 block	MsrA inh	MsrA act	Scp-1 inhibitor	STEP block	TbMetRS inhib	SUMO1-SIM PPI
CCCCOC(=O)Cn1c(=O)oc2ccc(C)cc21	-1.8	-4	-3	0	0.7	-1	-8	-2	-0.2	-1
O=C(Nc1nc2ccccc2s1)c1ccc(F)cc1	0.0	-11	2	2	0.0	-2	-8	13	0.2	4
C=CCNC(=O)COc1ccc(Oc2ccccc2)cc1	0.4	10	-3	0	-0.3	-5	-6	3	0.3	2
CCOC(=O)C1CCCN(C/C=C/c2ccccc2)C1 (centres undefined)	-1.0	5	-1	0	0.1	-3	-3	0	-0.4	1
Cc1csc(NC(=O)c2ccc(C)s2)n1	1.4	-23	-12	-11	1.9	-2	-6	2	1.4	4
O=C(O)c1cc(-c2ccco2)nn1-c1cccc(Cl)c1	8.2	-83	-26	105*	0.9	-4	66*	16	-0.2	44*
Nc1c(C(=O)Nc2ccccc2)nnn1-c1ccc2c(c1)OCCO2	1.7	-10	-8	-1	0.3	-1	-3	1	0.0	5
O=C(CSc1ccc(Cl)cc1)NNC(=O)c1cccnc1	-1.8	-10	0	5	-0.4	-4	-6	-7	-0.1	-2
CCN(CC)C(=O)COC(=O)C1=NN(c2cc(C)ccc2C)C(=O)CC1	-1.6	6	4	3	0.0	-2	-3	-3	0.0	0
COc1ccc(C(C(=O)NC2CCCC2)N(CCCO)C(=O)c2snc(C(N)=O)c2N)cc1 (centres undefined)	1.8	15	-6	0	1.6	-3	8	-2	0.4	-4
O=S(c1ccsc1)c1ccsc1	0.3	-5	5	1	0.6	1	1	3	0.3	1
COc1ccc(C(=O)C2CCCN(Cc3cccn3-c3ccccn3)C2)c(OC)c1 (centres undefined)	3.5	9	2	-2	0.1	-3	1	0	0.1	1
Cc1cc(NC(=O)c2ccccc2)ccc1NC(=O)c1ccccc1Cl	-0.5	-2	-3	-10	0.8	-1	-6	0	-1.1	2
O=C(NCCCN1CCOCC1)C(=O)c1c[nH]c2ccccc12	-7.0	5	3	-1	0.8	-4	-1	0	0.6	3
CC(C)c1ccccc1NC(=O)C1CC(=O)N(C2CCCC2)C1 (centres undefined)	-0.3	6	6	1	-0.5	-3	-6	0	-0.1	-1
O=C(C1CCC(CNc2c(N3CCCCC3)c(=O)c2=O)CC1)N1CCN(C2CCCCC2)CC1 (centres undefined)	0.7	12	-2	0	-0.1	-3	-7	-1	-0.4	1
Cc1ccc(NC(=O)C(=O)NNC(=O)c2cccs2)cc1	-1.0	-8	-7	-1	3.7	-6	-8	-4	-0.2	0
COc1ccccc1/C=N\Nc1ccccc1[N+](=O)[O-]	1.5	8	6	6	0.8	-5	-14	0	0.2	-12
CCOC(=O)c1ccc2nc(NC(=O)C(C)C)sc2c1	-0.8	-4	0	3	0.1	-2	-13	-3	-0.5	3
C=CCn1c(CCCNC(=O)c2ccccc2OC)nc2ccccc21	2.6	4	-3	3	.	-2	-5	-3	-0.5	-3
O=C(CO/N=C/c1c(Cl)cccc1Cl)NNC(=O)c1cccc(Cl)c1	-0.6	-12	1	4	-0.7	-2	-10	1	-0.5	-2
Cc1cc(C(=O)c2ccccc2)c(NC(=O)CCl)s1	-0.5	-4	3	10	0.3	-5	-10	-2	-0.5	-14
CCCCCCN1CCN(C2CN(Cc3cn(Cc4cccc(C(F)(F)F)c4)nn3)S(=O)(=O)C2)CC1 (centres undefined)	-0.2	-1	-1	.	1.0	-2	.	.	0.0	2
CCOC(=O)C(CCCCOc1cccc(CC)c1)C(=O)OCC	1.6	6	2	-1	-0.1	-5	0	3	-0.4	0

Entries above with fluorine (2):
SMILES	LMPTP block	NRP1-CendR mod	eLon inh	DNMT1 block	MsrA inh	MsrA act	Scp-1 inhibitor	STEP block	TbMetRS inhib	SUMO1-SIM PPI
O=C(Nc1nc2ccccc2s1)c1ccc(F)cc1	0.0	-11	2	2	0.0	-2	-8	13	0.2	4
CCCCCCN1CCN(C2CN(Cc3cn(Cc4cccc(C(F)(F)F)c4)nn3)S(=O)(=O)C2)CC1 (centres undefined)	-0.2	-1	-1	.	1.0	-2	.	.	0.0	2

Arranged by length of the SMILES (lowest first): 3 of the compounds above.
SMILES	LMPTP block	NRP1-CendR mod	eLon inh	DNMT1 block	MsrA inh	MsrA act	Scp-1 inhibitor	STEP block	TbMetRS inhib	SUMO1-SIM PPI
CCOC(=O)c1ccc2nc(NC(=O)C(C)C)sc2c1	-0.8	-4	0	3	0.1	-2	-13	-3	-0.5	3
C=CCn1c(CCCNC(=O)c2ccccc2OC)nc2ccccc21	2.6	4	-3	3	.	-2	-5	-3	-0.5	-3
O=C(C1CCC(CNc2c(N3CCCCC3)c(=O)c2=O)CC1)N1CCN(C2CCCCC2)CC1 (centres undefined)	0.7	12	-2	0	-0.1	-3	-7	-1	-0.4	1

(listing goes on)
SMILES	LMPTP block	NRP1-CendR mod	eLon inh	DNMT1 block	MsrA inh	MsrA act	Scp-1 inhibitor	STEP block	TbMetRS inhib	SUMO1-SIM PPI
CN(C(=O)c1ccc2c(Cl)c3c(nc2c1)CCC3)c1ccccc1	-1.2	-8	-1	-3	0.2	-4	10	1	-0.2	-5
COc1cccc(C2(O)CCN(C(=O)C3CC3)CC2)c1	-0.3	-1	2	4	0.6	-1	3	0	-0.3	5
COc1ccccc1C(=O)Nc1ccc(OCC(=O)N2C(C)CCCC2C)cc1 (centres undefined)	0.0	2	-6	-1	0.6	3	-12	-2	-0.6	3
O=C(CNS(=O)(=O)c1ccc([N+](=O)[O-])cc1)N/N=C/c1ccc(O)cc1O	-1.7	-3	1	-2	1.9	-2	-6	2	16*	-36
COc1cc2c(cc1O)CC[n+]1cc3c(OC)c(OC)ccc3cc1-2	-0.3	-2	1	2	5.2*	-4	4	2	-0.3	-32
Cc1ccc(F)c(S(=O)(=O)NC(=O)C2(C)CCN2C(=O)c2ccc(C3CCCCC3)cc2)c1 (centres undefined)	-0.9	26*	5	3	-0.5	6	.	0	-0.2	4
N#CCCN(C(=O)COC(=O)COc1ccccc1Cc1ccccc1)c1ccccc1	3.4	4	2	60*	0.8	-4	-14	-2	0.0	2
O=C(O)C1=C(C(=O)O)C2CCC1C2	-0.1	-3	1	32	-0.5	-4	.	18	-0.1	9
Cc1ccc(-c2nc(C)sc2CC(=O)OCC(=O)Nc2c(F)cccc2F)cc1	-0.3	25*	-2	14	-0.8	-3	-3	0	-0.4	-1
COc1ccc(C(=O)CN2C(=O)NC3(CCCCCC3)C2=O)cc1	-1.1	0	-4	-8	0.1	-6	-5	0	-0.6	-2
CCCNC(=O)c1ccc(N2CCC3(CC2)CC(c2ccccc2)=NO3)c(NC(=O)c2ccc(Br)cc2)c1	0.9	2	1	-10	-1.3	-4	7	3	0.0	8
CCc1ccc(NC(=O)c2cnn3ccccc23)cc1	0.5	3	-7	0	0.8	-3	-3	-1	0.1	1

One compound at a time, from the list above. Order of screens: LMPTP block, NRP1-CendR mod, eLon inh, DNMT1 block, MsrA inh, MsrA act, Scp-1 inhibitor, STEP block, TbMetRS inhib, SUMO1-SIM PPI
CN(C(=O)c1ccc2c(Cl)c3c(nc2c1)CCC3)c1ccccc1 is entered as -1.2, -8, -1, -3, 0.2, -4, 10, 1, -0.2, -5
N#CCCN(C(=O)COC(=O)COc1ccccc1Cc1ccccc1)c1ccccc1 is entered as 3.4, 4, 2, 60*, 0.8, -4, -14, -2, 0.0, 2

Going on with the list.
SMILES	LMPTP block	NRP1-CendR mod	eLon inh	DNMT1 block	MsrA inh	MsrA act	Scp-1 inhibitor	STEP block	TbMetRS inhib	SUMO1-SIM PPI
CCCCCc1nc2c(C#N)c(-c3ccc(Cl)cc3)ccn2n1	-0.5	-4	3	12	-0.3	-14	3	3	-1.8	-9
C1CCCCCC2(CCCCC1)OCC(CN1CCOCC1)O2 (centres undefined)	0.1	2	2	1	-1.6	-2	-4	0	-0.7	6
CC(C)c1nc(SCC(=O)N2CCCC2)c2c(=O)n(C)c(=O)n(C)c2n1	-2.1	1	-5	1	0.7	-8	8	3	0.0	-4
COc1ccc2c(c1)cc1n2CCN=C1NCCO	-1.0	7	-2	0	2.8	-4	-4	2	-0.3	-8
COc1ccc(/C=N/N2CCOCC2)cc1Cn1nc(C)c([N+](=O)[O-])c1C	0.1	9	5	-2	0.1	0	-11	5	-0.6	-3
CCn1c(CN2CCC(C)CC2)nc2cc(S(=O)(=O)N3CCCCC3)ccc21	-1.7	-12	4	-3	-0.1	-1	.	2	-0.2	3
COc1ccc(OC)c(NC(=O)C2CCCN(S(=O)(=O)c3c(C)noc3C)C2)c1 (centres undefined)	1.7	1	0	-21	-0.1	-1	-7	-2	-0.1	2
CC(C)C1COC(c2cccn2Cc2ccccc2Cl)=N1 (centres undefined)	7.1	4	0	-1	-0.1	-3	1	0	-0.5	-1
O=C(CSc1nnnn1-c1ccc(O)cc1)Nc1cccc(S(=O)(=O)N2CCCC2)c1	-0.1	0	-4	-6	-0.4	-9	1	2	-0.5	10
CCOc1ccc(/C=N/NC(=S)Nc2c(C)cccc2C)cc1	1.9	7	4	-3	2.4	-1	-5	0	0.5	-4
Cc1ccc(SCCC(=O)Nc2ccccc2C(=O)NC(C)C)cc1	-1.6	10	69*	9	-1.4	-6	-1	-1	-0.9	5
O=C(COC(=O)COc1cccc(C(F)(F)F)c1)NC1CCS(=O)(=O)C1 (centres undefined)	-1.8	-2	-10	-1	-1.1	-2	-8	-3	-0.1	32

In the list so far, these have a CF3 group:
SMILES	LMPTP block	NRP1-CendR mod	eLon inh	DNMT1 block	MsrA inh	MsrA act	Scp-1 inhibitor	STEP block	TbMetRS inhib	SUMO1-SIM PPI
CCCCCCN1CCN(C2CN(Cc3cn(Cc4cccc(C(F)(F)F)c4)nn3)S(=O)(=O)C2)CC1 (centres undefined)	-0.2	-1	-1	.	1.0	-2	.	.	0.0	2
O=C(COC(=O)COc1cccc(C(F)(F)F)c1)NC1CCS(=O)(=O)C1 (centres undefined)	-1.8	-2	-10	-1	-1.1	-2	-8	-3	-0.1	32

More entries:
SMILES	LMPTP block	NRP1-CendR mod	eLon inh	DNMT1 block	MsrA inh	MsrA act	Scp-1 inhibitor	STEP block	TbMetRS inhib	SUMO1-SIM PPI
COc1ccc(CNC(=O)/C=C/C(=O)O)cc1OC	-0.9	0	-1	5	-0.4	-3	-10	-3	-0.6	-1
c1ccc(C(NCCNC(c2ccccc2)c2ccccc2)c2ccccc2)cc1	3.0	-1	4	-1	-0.4	-2	2	2	-0.2	9
Cc1ccc(N2C(=O)c3ccc(C(=O)N4CCN(Cc5ccccc5)CC4)cc3C2=O)cc1	1.7	10	0	1	-0.5	-10	-7	0	-1.3	-28
Cc1ccc2cccc(NC(=S)NC(=O)c3ccnn3C)c2n1	1.4	1	-11	-16	0.4	-1	-9	3	0.0	0

High-throughput results deposited in PubChem BioAssay by several laboratories.
